Screens as filed in PubChem.
MMP-13 inhibitor: blocks human MMP13 activity; P45452; AID 570; MMP-13 fTHP FRET cleavage, Mca fluorescence; 65,000 compounds, 0.07% hits; inhibition, % at 4 µM;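 active means inhibition above the mean of compound-free control plate wells plus 3 SD, cut at about 14% in these data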;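 further: 0% = DMSO wells and 100% = wells with reference MMP-13 inhibitor after basal subtraction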
FXIa inh mix: blocks human factor XIa in pooled compound mixtures | P03951 | purified FXIa, fluorogenic substrate | inhibition, % at 5 µM | 62,000 compounds, 0.19% hits;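 further: each value is inhibition by a whole ten-compound pool holding the compound; 0% = enzyme with no mixture and 100% = wells lacking enzyme; strong numbers were not always called active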
FXIIa inh mix: inhibitors of human coagulation factor XIIa, pooled mixtures. inhibition, % at 5 µM. purified FXIIa, fluorogenic substrate. AID 684. 62,000 compounds, 0.2% hits. P00748;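 further: 0% = enzyme without compound and 100% = no enzyme blank; some results filed as inactive read as strong as hits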
A340 absorber: compounds absorbing at 340 nm | compound absorbance at 340 nm, fold over control | fold change at 10 µM | 65,000 tested, under 10 active | AID 708;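 active means at 10 µM dose, initial 340 nm absorbance at least 2 fold that of control wells; inactive means change under 2 fold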;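 further: initial absorbance extrapolated from kinetic A340 decline of NADH oxidation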
DUSP1 inh: inhibitors of human MKP-1 phosphatase; P28562; recombinant MKP-1, OMFP hydrolysis fluorescence; inhibition, %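 (compounds tested at a single concentration somewhere between 10 and 100 µM)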; 65,000 compounds, 0.15% hits; AID 374;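 active means inhibition above about 50%, limit read from the data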;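 further: 0% = DMSO max control wells and 100% = wells with enzyme stopped by NaOH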
Target sequence (P28562 whole entry, looked up): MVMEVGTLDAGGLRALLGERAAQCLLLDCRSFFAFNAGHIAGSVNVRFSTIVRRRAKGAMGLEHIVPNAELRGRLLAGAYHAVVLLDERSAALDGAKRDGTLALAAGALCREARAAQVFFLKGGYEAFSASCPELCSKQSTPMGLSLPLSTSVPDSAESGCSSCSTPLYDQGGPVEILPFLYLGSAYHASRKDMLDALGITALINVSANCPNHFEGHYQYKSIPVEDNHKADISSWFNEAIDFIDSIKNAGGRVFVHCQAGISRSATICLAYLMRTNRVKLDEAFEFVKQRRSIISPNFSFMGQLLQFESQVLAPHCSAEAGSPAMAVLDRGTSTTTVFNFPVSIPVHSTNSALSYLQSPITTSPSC
Cdc25B inh: inhibitors of human Cdc25B phosphatase; P30305; 65,000 compounds, 0.1% hits; inhibition, %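 (compounds tested at 10 µM final in the well)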; recombinant Cdc25B, OMFP fluorescence Ex485/Em525; in the data active means inhibition above about 50%
Hsp90 block: displaces geldanamycin probe from tumor Hsp90; P07900; NCI-N417 lysate Hsp90, Cy3B-geldanamycin FP displacement; inhibition, % at 30 µM; 64,000 compounds, 0.35% hits;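 active means inhibition above 50%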;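 further: 0% = tracer plus lysate wells and 100% = tracer alone without lysate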
JNK3 inh: blocks human JNK3 kinase activity. P53779. inhibition, % at 8 µM. 60,000 compounds, 0.61% hits. purified JNK3 kinase activity, HTS; in the data active means inhibition above about 17%;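 further: 0% = DMSO and 100% = reference inhibitor; many of its hits are not listed in these tables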
Target sequence (P53779 whole entry, looked up): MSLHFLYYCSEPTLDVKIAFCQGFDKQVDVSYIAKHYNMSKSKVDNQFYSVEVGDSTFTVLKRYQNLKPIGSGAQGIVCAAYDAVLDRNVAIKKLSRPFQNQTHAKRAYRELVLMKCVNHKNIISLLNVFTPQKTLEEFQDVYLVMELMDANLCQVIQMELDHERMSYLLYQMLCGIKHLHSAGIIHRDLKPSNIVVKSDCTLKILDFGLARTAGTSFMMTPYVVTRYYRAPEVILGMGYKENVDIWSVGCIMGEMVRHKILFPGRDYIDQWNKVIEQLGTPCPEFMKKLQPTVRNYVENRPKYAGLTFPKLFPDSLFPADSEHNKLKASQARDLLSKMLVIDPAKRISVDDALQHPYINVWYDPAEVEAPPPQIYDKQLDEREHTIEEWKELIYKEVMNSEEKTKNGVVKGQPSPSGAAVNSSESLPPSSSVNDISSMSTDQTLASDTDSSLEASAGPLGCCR
AP complement: alternative pathway complement inhibition, orthogonal assay; inhibition, % at 5 µM; 62,000 compounds, 0.08% hits; AID 1235; Human serum alternative complement pathway, LPS-coated ELISA, C3 deposition; tested in compound mixtures;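 active means inhibition above 30% in each of the two pooled mixtures holding the compound, so the lower value exceeds 30%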;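 further: 0% = serum in Mg-EGTA without compound and 100% = EDTA serum blank; some compounds past the cut are filed as inactive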
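Test system – human serum alternative complement pathway, C3 deposition on LPS-coated wells · Buffer or medium – diluted human serum in Mg2+-EGTA GVB++ · Compound dosing – 5 µM each compound, pools of ten, 50 µM per pool · Schedule – 1 h serum-compound exposure at 37 °C · Measured by – Anti-C3 ELISA, OD 450 nm · Read-out basis – percent inhibition of C3 deposition onto LPS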
An asterisk follows results filed as active; x = no result given; & = joins results of further samples; [ ] = dose if it differs, or a comment. Unless noted, no stated cut-off is given here; in the data, active means inhibition above about 20% (passing the limit was not always enough); inactive means the rest.

Fields – MMP-13 inhibitor	FXIa inh mix	FXIIa inh mix	A340 absorber	DUSP1 inh	Cdc25B inh	Hsp90 block	JNK3 inh	AP complement
CCCCN(C(=O)Cn1nnc2ccccc21)C(C(=O)NCCOC)c1ccc(OC)cc1OC (stereo not given)
→ 1.6	5.4	4.7	0.97	10.7	-24.4	-5.1	5.7	22.4
CC(=O)Nc1ccc(SCC(=O)OCC(=O)NC(=O)NCc2ccco2)cc1
→ -2.2	-2.4	-13.4	0.99	17.8	-1.7	-3.5	1.5	11.9
CC(=O)c1cc(-c2ccc(F)cc2)n(CC(=O)NCc2cccs2)c1C
→ -1.0	0.8	-18.8	0.99	11.9	11.7	-0.6	-2.6	-4.5
COc1cccc(-c2nc(N3CC(C)CC(C)C3)c3ccccc3n2)c1O (stereo not given)
→ -0.1	x	x	1.03	-44.6	-26.8	-2.7	7.5	x
CC(=O)Nc1nonc1NC(C)=O
→ 2.0	2.8	2.9	1.03	6.0	2.9	4.3	-14.2	2.7
O=[n+]1cc(-c2ccccc2)n([O-])c2c1CCC2
→ 1.1	3.3	-5.1	1.04	13.2	-44.8	-2.5	1.4	18.2
O=C(c1ccc(CSCc2ccccc2F)o1)N1CCN(c2ccc(N3CCOCC3)nn2)CC1
→ -14.4	7.8	2.4	0.98	2.4	-11.3	-4.2	-1.3	7.0
COc1ccc(C(=O)NCCn2cc(SCC(=O)Nc3cc(C)on3)c3ccccc32)cc1OC
→ 0.2	3.9	2.1	0.97	-3.4	-10.3	-5.1	2.7	-1.7
COc1cccc(C2CC(c3cccc(OC)c3)n3nc(N)nc3N2)c1 (stereo not given)
→ 0.8	0.4	-0.3	1.03	7.3	5.6	-1.2	2.9	4.4
CSc1nnc(CNC(=O)c2ccccc2)n1-c1ccc(F)cc1
→ -0.8	5.4	-3.5	1.06	2.1	-9.2	-1.4	-0.2	2.2
c1cc(-c2nc3cc(Oc4ccc5oc(-c6ccncc6)nc5c4)ccc3o2)ccn1
→ -6.8	7.3	7.7	1.03	9.0	4.8	-14.7	-7.8	18.3
COC(=O)CSc1nnc(-c2ccc(NS(=O)(=O)c3ccccc3)cc2)o1
→ 1.5	0.2	13.4	1.09	-13.3	-3.7	-1.6	3.8	0.3
O=C(Cn1ncc2c(=O)oc3ccccc3c21)N(Cc1ccco1)C1CCCCC1
→ 5.3	7.5	-1.5	1.04	13.3	-1.2	-1.6	3.7	9.3
Cc1csc2nc(CNC(=O)c3ccco3)cn12
→ 0.7	8.2	4.6	0.98	-0.1	20.1	-1.4	5.1	2.9
c1cc(-c2nc3ccccc3o2)nc(-c2nc3ccccc3o2)c1
→ -1.1	10.3	13.1	0.98	-7.6	2.0	-0.6	1.1	-1.6
C/C(=N\O)c1c(C)c2ccccc2n1C
→ 0.4	x	x	1.02	-9.0	23.5	-7.6	0.5	x
Oc1ccccc1Nc1nc(NCC2CCCO2)c2ccccc2n1 (stereo not given)
→ 6.5	12.2	9.6	1	-21.1	-3.8	0.9	1.5	-8.4
Cc1occc1C(=O)Nc1ccccc1NC(=O)c1ccoc1C
→ -1.5	6.9	0.3	1	0.0	43.6	-5.0	-4.5	7.0
COc1cc(S(=O)(=O)N(Cc2cccs2)CC2CCCO2)ccc1-n1cnnn1 (stereo not given)
→ 1.8	-2.0	5.3	1.03	16.7	-0.5	-4.0	5.4	23.1
CCOC(=O)N1CCN(c2nc(C(F)(F)F)nc3c(C)cc(C)cc23)CC1
→ 3.0	1.9	0.2	1.06	-2.3	-12.0	-2.2	7.5	-2.4

More compounds follow:
Fields – MMP-13 inhibitor	FXIa inh mix	FXIIa inh mix	A340 absorber	DUSP1 inh	Cdc25B inh	Hsp90 block	JNK3 inh	AP complement
C[C@]12C[C@H](O)[C@H]3[C@@H](CCC4=CC(=O)CC[C@@]43C)[C@@H]1CC[C@@H]2C(=O)CO
→ 7.9	-7.7	4.8	1	-11.7	3.1	-1.5&-1.9	3.2	16.1
CNC(=O)CN(c1cccc2ccccc12)S(C)(=O)=O
→ 2.4	7.6	9.0	1.06	6.7	-6.7	-3.0	-8.0	10.0
COc1cc([C@@H]2[C@H]3CNCC=C3C(C#N)=C(N)C2(C#N)C#N)ccc1OC(C)C
→ -0.7	5.3	3.4	1.06	-14.8	0.4	-14.0	1.5	9.2
CCOC(=O)c1c(C)[nH]c(C)c1C(=O)COC(=O)CNC(=O)c1ccc(OCC)cc1
→ 3.7	2.0	5.1	0.99	-7.5	-1.3	-7.7	1.1	12.0
N#Cc1c(N)sc2c1CCN(C(=O)OCc1ccccc1)C2
→ 2.0	4.6	-18.0	1.04	2.2	1.2	-10.5	-1.1	15.5
Cc1nn(C)cc1CN(C)C(=O)c1sc2cccc(Cl)c2c1Cl
→ 1.5	-16.2	11.8	1.04	1.9	-6.8	-2.9	1.5	4.3
CCCCNc1nc2c(c(=O)[nH]c(=O)n2C)n1CCOc1ccccc1
→ 1.9	3.0	-26.9	1.01	-4.0	0.8	1.3	-1.5	14.0
Nc1nc2n(n1)C(c1c(F)cccc1Cl)CC(c1ccc(F)cc1)N2 (stereo not given)
→ -1.8	6.9	22.2	0.99	2.8	-8.2	-3.9	-2.7	9.9
CCCC(c1nnnn1CC1CCCO1)N1CCN(c2cc(Cl)ccc2C)CC1 (stereo not given)
→ -3.5	9.2	4.7	1.02	-16.7	-7.7	-0.5	-4.1	-5.6
Cc1cc(C)cc(OCC(=O)Nc2cccc(-c3nnc(-c4ccco4)o3)c2)c1
→ -14.7	-0.3	4.6	1.07	4.5	-7.2	0.9	1.8	-3.4
CCOC(=O)C1=C(C)NC(=O)NC1c1c(C)nn(-c2ccccc2)c1Cl (stereo not given)
→ -10.9	-3.0	4.7	1.02	28.9	6.4	-4.1	3.5	11.3
COc1ccc(-c2cc(C(F)(F)F)n3nc(C)cc3n2)cc1
→ -5.7	2.7	-16.6	1.08	7.0	-4.6	-2.2	0.5	12.7
CCOC(=O)C1=C(NC(=O)c2ccc(Br)o2)Nc2ccccc2N=C1
→ -0.2	1.5	-2.5	1.14	20.3	-10.5	1.9	2.6	-12.4
CC1=CCC2(CO)COC(c3ccccc3O)C1C2 (stereo not given)
→ 1.8	2.0	-20.1	1	11.1	2.4	1.2	-4.9	-1.3
CCN(CC)Cc1c(C(=O)OC(C)C)nnn1-c1nonc1N
→ 8.3	14.6	7.7	1	4.0	-3.9	-4.2	-1.1	5.8
Cc1ccc(C(=O)CSc2nnc(CNc3ccc(C)cc3C)o2)cc1
→ 2.2	2.2	-2.5	0.99	-3.6	4.5	-2.1	-6.5	0.5
CCCSc1nnc(-c2c[nH]c3ccccc23)n1C
→ 6.6	0.4	5.4	1.04	9.5	0.5	1.6	-0.5	-12.1
CCOC(=O)c1cc(C#N)c(SCc2ccc(C#N)cc2)nc1C
→ -6.7	7.3	-5.5	1.06	1.7	3.7	-4.1	3.6	20.6
CCOC(=O)CNS(=O)(=O)c1cc(-c2nn(C)c(=O)c3ccccc23)ccc1C
→ 0.3	x	x	1.02	-8.5	-33.7	-4.8	-3.2	x
COc1ccc(N2CCN(Cc3cc(=O)oc4ccc5ccccc5c34)CC2)cc1
→ -8.4	2.8	8.4	1.01	-6.7	6.4	-7.4	11.2	12.3

Later entries.
Fields – MMP-13 inhibitor	FXIa inh mix	FXIIa inh mix	A340 absorber	DUSP1 inh	Cdc25B inh	Hsp90 block	JNK3 inh	AP complement
COC(=O)C(C)NC(=O)C1CCCN1S(=O)(=O)c1cc(C)c(Cl)cc1C (stereo not given)
→ -0.5	3.8	10.9	1.03	5.0	3.6	-4.2	-4.5	9.0
Cc1cccc(NC(=O)C2CCN(S(=O)(=O)c3cccc4cccnc34)CC2)n1
→ 2.6	4.3	7.3	1.03	-3.3	-9.3	0.2	-5.6	13.5
CCOC(=O)COc1ccc2c(c1)C(=O)CC(C)(c1cccnc1)O2 (stereo not given)
→ -95.5[fluorescence artefact?]	5.1	2.0	1.05	24.4	1.5	-2.4	x	2.8
CCOC(=O)c1ccc(NC(=O)C(C)N2C(=O)c3ccccc3C2=O)cc1 (stereo not given)
→ 0.2	27.8	-18.6	1.03	0.6	-16.0	-4.7	-7.1	62.4
CCOC(=O)CSc1nc2ccccc2n1CC(=O)N(C(C)C)C(C)C
→ 3.0	3.5	9.5	0.99	2.0	14.1	-3.9	4.2	4.3
CSc1ccccc1NC(=O)c1cnc2scc(C)n2c1=O
→ 1.3	9.7	3.9	1.19	-9.3	-8.7	-2.4	2.0	17.2
COc1ccc(OC)c(N2C(=O)CC(C(C)c3ccccc3)C2=O)c1 (stereo not given)
→ 5.3	5.1	-14.2	1.03	-13.4	-10.2	-1.7	0.6	-4.9
Cc1ccccc1N(CC(=O)NCC1CCCO1)C(=O)C1(C)CC(=O)N=C2C=CC=CN21 (stereo not given)
→ -170.2[fluorescence artefact?]	2.3	4.9	0.99	-2.8	-4.0	-0.1	-0.1	1.4
CCN(CC)C(=O)CSc1ncnc2c1nnn2-c1ccc(OC)cc1
→ 3.0	9.3	-13.3	0.99	-3.7	-11.8	-3.3	4.4	12.3
CCOc1ccc(N(CC(=O)NC2CCCC2)C(=O)CCC(=O)Nc2ccccn2)cc1
→ -0.3	-0.3	12.9	0.99	-1.5	-1.9	0.2	3.5	0.9
Cc1noc(C)c1S(=O)(=O)N1CCCC(C(=O)N2CCN(C3CCCCC3)CC2)C1 (stereo not given)
→ 6.8	2.5	-0.1	1.01	5.1	-5.2	-3.6	-1.9	15.6
O=C(NCc1ccccc1)c1cc(-c2ccco2)on1
→ 2.3	-3.2	5.2	0.96	-5.0	-8.3	-2.5	1.5	11.9
CCOc1ccc(NC(=O)C2C3C=CC4(CN(C(C(=O)OC)C(C)C)C(=O)C24)O3)cc1 (stereo not given)
→ -6.5	3.8	1.8	1.04	8.5	-4.3	-3.4	-0.1	12.8

Entries from the list above that contain an NH in an aromatic ring, in the order listed:
Fields – MMP-13 inhibitor	FXIa inh mix	FXIIa inh mix	A340 absorber	DUSP1 inh	Cdc25B inh	Hsp90 block	JNK3 inh	AP complement
CCOC(=O)c1c(C)[nH]c(C)c1C(=O)COC(=O)CNC(=O)c1ccc(OCC)cc1
→ 3.7	2.0	5.1	0.99	-7.5	-1.3	-7.7	1.1	12.0
CCCCNc1nc2c(c(=O)[nH]c(=O)n2C)n1CCOc1ccccc1
→ 1.9	3.0	-26.9	1.01	-4.0	0.8	1.3	-1.5	14.0
CCCSc1nnc(-c2c[nH]c3ccccc23)n1C
→ 6.6	0.4	5.4	1.04	9.5	0.5	1.6	-0.5	-12.1
